EPAC2 antagonist = EPAC2 (human) antagonism | Q8WZA2 | EPAC2 GEF exchange of Rap1B-BODIPY-GDP, fluorescence | Potency, µM (highest dose often 114 µM), without a hit: at the top dose activity, negative = inhibition, actives largely listed as inhibitors | actives 0.18% (n = 360,000); note: % is set by controls: 0 for no effect and ±100 for the full control effect; nearly all actives have a fitted effect of over 45% in size; many of its hits are not listed in these tables
FUS suppressor = rescues growth of FUS-expressing yeast | S. cerevisiae FUS-expressing, growth rescue, OD600, 24 h | Potency, µM (highest dose often 76.6 µM), inactives show at the top dose growth rescue (activation), hits mostly activators | actives 0.24% (n = 390,000);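 note: plate controls were DMSO vehicle for no effect and reference control for full effect; nearly all actives have a fitted effect of over 55% in size; some results filed as inactive show a strong effect at the top dose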
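FUS-expressing yeast, raffinose-pregrown, induced in 2% galactose minimal medium at OD 0.005; compounds in a dilution series, 24hr at 30C. Growth restoration read as absorbance at 600 nm. CP55940 positive control, DMSO negative.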
EPAC2 ag = activates human EPAC2 exchange factor | EPAC2 activation, biochemical qHTS; response scale: 100% = 6.5 mM cAMP response | Potency, µM (highest dose often 154 µM), without a hit: at the highest dose activation, most hits filed as activators | actives 0.079% (n = 360,000) | AID 720711 | Q8WZA2; note: nearly all actives have a fitted effect of over 50% in size
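EPAC2 (100 nM) mixed with Rap1B loaded with BODIPY-GDP (250 nM) plus 50 uM unlabeled GDP; compounds pinned in, 5 min RT, then read every 5 min for 30 min (ex 480, em 540 nm). Normalized to cAMP control.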
TDP43 rescue = rescues yeast growth from TDP-43 toxicity; TDP-43 expressing yeast growth rescue, BacTiter-Glo, 24 h; Potency, µM (doses to about 46.1 µM), without a hit: at the highest dose growth rescue (activation), usual class: activators; actives 1.8% (n = 410,000); note: % of control where 0% means no effect; nearly all actives have a fitted effect of over 50% in size
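Cell-based yeast growth screen: TDP-43 expression induced in galactose, inoculum OD600=0.02 after raffinose pregrowth to mid-log. Read-out BacTiter-Glo luminescence at 24 hr, 30 deg C; inhibition of toxicity seen as signal increase.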
aSyn rescue = rescues yeast growth from alpha-synuclein toxicity; Yeast expressing alpha-synuclein, growth rescue, BacTiter-Glo, 24 h; actives 0.14% (n = 370,000); Potency, µM (titrated, usually from 46.1 µM), without a hit: top-dose growth rescue (activation), most hits filed as activators; AID 652106; note: % of control where 0% means no effect; nearly all actives have a fitted effect of over 65% in size
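Readout is rescue of growth in alpha-synuclein-expressing yeast, so inhibitors of toxicity appear as activators. Growth after 24 hr at 30 deg C in galactose medium is quantified by luminescence.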
EPAC1 antag = EPAC1 (human) antagonism; O95398; EPAC1 GEF assay, Rap1b-BODIPY-GDP exchange fluorescence; Potency, µM (doses to about 115 µM), for inactives: top-dose activity change, negative = inhibition, hits mostly inhibitors; actives 0.14% (n = 360,000); AID 720709;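 note: plate controls were vehicle for no effect and positive control for full effect; nearly all actives have a fitted effect of over 50% in size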
EPAC1 agonist = EPAC1 (human) agonism. EPAC1 agonist qHTS, biochemical assay; response scale: 100% = response to 6.5 mM cAMP. actives 0.073% (n = 360,000). Potency, µM (titrated, usually from 154 µM), without a hit: at the top dose activation, most hits filed as activators; note: nearly all actives have a fitted effect of over 60% in size
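Multi-concentration qHTS readout: loss of Rap1B-bound BODIPY-GDP fluorescence driven by 100 nM EPAC1 with excess GDP (50 uM), monitored kinetically at room temperature; agonist response expressed relative to 6.5 mM cAMP.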
PTHR1 ag = PTHR1 (human) receptor agonism; Potency, µM (doses to about 115 µM), for the others: top-dose activation, most hits filed as activators; HEK293 GP2 PTHR1 cells, GloSensor cAMP luminescence, 1 h; actives 0.075% (n = 410,000); Q03431; AID 743266; note: nearly all actives have a fitted effect of over 55% in size; some results filed as inactive show a strong effect at the top dose; inactives centre near -15; many of its hits are not listed in these tables
Target sequence (Q03431 whole entry, looked up): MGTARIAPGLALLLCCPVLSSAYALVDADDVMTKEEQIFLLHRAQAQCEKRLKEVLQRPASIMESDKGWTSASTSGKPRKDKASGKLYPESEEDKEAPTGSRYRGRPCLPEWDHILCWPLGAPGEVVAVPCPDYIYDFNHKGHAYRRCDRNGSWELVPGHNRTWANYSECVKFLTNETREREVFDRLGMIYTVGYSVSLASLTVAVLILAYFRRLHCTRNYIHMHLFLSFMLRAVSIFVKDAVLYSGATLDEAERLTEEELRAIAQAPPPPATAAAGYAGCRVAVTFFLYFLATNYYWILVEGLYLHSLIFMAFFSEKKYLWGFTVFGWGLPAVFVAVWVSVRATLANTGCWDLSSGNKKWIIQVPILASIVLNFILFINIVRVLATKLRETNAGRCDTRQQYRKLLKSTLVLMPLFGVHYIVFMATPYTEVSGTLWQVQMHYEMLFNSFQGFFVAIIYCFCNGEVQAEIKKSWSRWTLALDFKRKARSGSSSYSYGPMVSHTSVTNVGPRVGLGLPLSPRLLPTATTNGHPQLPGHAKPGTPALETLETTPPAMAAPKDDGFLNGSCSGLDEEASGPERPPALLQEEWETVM
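HEK-293-derived GP2 cells expressing PTHR1 and a GloSensor cAMP reporter, 3,000/well, plated overnight, given luciferin plus IBMX (each 0.5 mM as added) for 1 h at 37 °C, then compound for 1 h at 37 °C. Luminescence was read after 15 min at room temperature.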
Active calls of the source: *; i = inactive; ? = inconclusive; . = not tested or not shown; & = joins results of further samples; [ ] = dose if it differs, or a comment. Calls come from the whole dose curve; as a rule, active = well fitted curve in the direction sought with a large enough effect; inconclusive = small, poorly fitted or top-dose-only effect, or another doubt; inactive = no such curve, though single readings can be large; an effect the other way counts as inactive or inconclusive. Potency is the fitted concentration of half-maximal effect.

item	structure	aSyn rescue	EPAC2 ag	EPAC1 antag	PTHR1 ag	EPAC2 antagonist	FUS suppressor	TDP43 rescue	EPAC1 agonist
1	CCOc1ccccc1NC(=O)c1nnn(CC(=O)Nc2cc(C)cc(C)c2)c1N	-12%	9%	-6%	i	-1%	5%	-11%	6%
2	O=C(N/N=C/C(Br)=C\c1ccccc1)c1cccs1	-3%	2%	-12%	-43%[inhibitor]	?	4%	-3%	13%
3	CC(C)(C)CC(=O)Nc1nc(C(N)Cc2ccc(C(F)(F)F)cc2)cs1 (configuration not stated)	-8%	-6%	12%	-6%	4%	23%	-12%	-11%
4	Cc1cccc(NC(=O)c2c([N+](=O)[O-])cnn2C)c1	0%	0%	-13%	i	-5%	-4%	-4%	0%
5	O=C(COC(=O)COc1ccc(Br)cc1)NC1CCCC1	4%	-3%	7%	-8%	-1%	.	-37%[inhibitor]	2%
6	CCCc1c(-c2ccccc2)ncn1Cc1ccccc1OC	7%	10%	-27%	-31%[inhibitor]	?	7%	0%	-9%
7	COc1cccc(CNC(=O)Cn2cccc2)c1	1%	-2%	-27%	i	-2%	.	4%	-2%
8	CCCOc1ccc(N2C(=O)CC(SC(=NCC)Nc3cccc(F)c3)C2=O)cc1 (configuration not stated)	4%	3%	-7%	-32%[inhibitor]	-5%	20%	-2%	-3%
9	COc1ccc(NC(=O)c2ccc(C)cc2)c(OC)c1	-2%	10%	-10%	-13%	0%	34%	-15%	-3%
10	CS(=O)(=O)Nc1ccc(S(=O)(=O)NC2CCCCC2)cc1	1%	2%	8%	i	5%	-17%	-1%	3%
11	CN(C)S(=O)(=O)c1ccc(NC(=O)C2COc3ccccc3O2)cc1 (configuration not stated)	4%	5%	?	-24%	-6%	-12%	3%	2%
12	O=C(NC(=S)N1CCCCC1CO)c1cccs1 (configuration not stated)	0%	13%	-13%	6%	-6%	2%	-4%	4%
13	Nc1ncnc2c1nc(Br)n2[C@@H]1O[C@@H]2COP(=O)(O)O[C@H]2[C@H]1O	5%	?	1.3µM*	-27%	2.5µM*	-31%	3%	11µM*
14	Cc1ccc(-c2c(C(=O)N/N=C/c3cccc(Cl)c3)nnn2-c2nonc2N)cc1	-1%	-1%	4%	-7%	0%	1%	3%	-15%
15	COCCNC(=O)CSc1ccc(Cl)cc1	-3%	-2%	17%	i	-4%	-13%	10%	2%

Reprinted from the part before: five entries, then new ones.
item	structure	aSyn rescue	EPAC2 ag	EPAC1 antag	PTHR1 ag	EPAC2 antagonist	FUS suppressor	TDP43 rescue	EPAC1 agonist
11	CN(C)S(=O)(=O)c1ccc(NC(=O)C2COc3ccccc3O2)cc1 (configuration not stated)	4%	5%	?	-24%	-6%	-12%	3%	2%
12	O=C(NC(=S)N1CCCCC1CO)c1cccs1 (configuration not stated)	0%	13%	-13%	6%	-6%	2%	-4%	4%
13	Nc1ncnc2c1nc(Br)n2[C@@H]1O[C@@H]2COP(=O)(O)O[C@H]2[C@H]1O	5%	?	1.3µM*	-27%	2.5µM*	-31%	3%	11µM*
14	Cc1ccc(-c2c(C(=O)N/N=C/c3cccc(Cl)c3)nnn2-c2nonc2N)cc1	-1%	-1%	4%	-7%	0%	1%	3%	-15%
15	COCCNC(=O)CSc1ccc(Cl)cc1	-3%	-2%	17%	i	-4%	-13%	10%	2%
16	CCCOc1cccc(C(=O)NCCNC(=O)c2ccc(C)nc2)c1	5%	8%	-7%	i	1%	15%	-5%	8%
17	CS(=O)(=O)N(CC(=O)N1CCN(c2ccccc2F)CC1)c1ccc2c(c1)OCCO2	6%	7%	6%	i	7%	28%	-8%	-8%
18	CCC1CCCCN1CCCNC(=O)c1cn(C)c2ccc(S(=O)(=O)N(C)C3CCCCC3)cc2c1=O (configuration not stated)	-3%	3%	?	0%	-2%	17%&17%	-13%&-7%	-1%
19	Cc1cccn2c(=O)c3cc(C#N)c(=NC(=O)c4cccs4)n(CCCOC(C)C)c3nc12	13%	-17%	?	-74%[inhibitor]	2%	12%	-21%	-9%
20	CC(C)NC(=O)C(=O)NNC(=O)CCc1ccccc1	-4%	2%	17%	i	0%	-13%	-6%	-6%
21	CC1CCCCN1S(=O)(=O)c1ccc(N(C(=O)c2cnccn2)C(C(=O)NC2CCCCC2)c2cccs2)cc1 (configuration not stated)	0%	4%	-17%	i	-2%	?	-5%	14%
22	CN1CCN(C(=S)NC(=O)c2ccc(-c3ccccc3)cc2)CC1	1%	-4%	-9%	-24%	-12%	-24%	5%	-3%
23	Cc1cc(NCCO)c2cc(O)ccc2n1	-8%	0%	3%	i	11%	2%	-19%	-5%
24	CC(NC(=O)COC(=O)CNC(=O)c1ccccc1Cl)C1CC2CCC1C2 (configuration not stated)	-3%	1%	-16%	i	-2%	26%	5%	1%
25	COc1ccc(-n2c3nc4ccccc4nc3c3c(=N)oc(C)nc32)cc1	7%	10%	-1%	6%	8%	6%	8%	2%
26	O=C(CO)C(O)C(O)C(O)CO (configuration not stated)	-6%	6%	1%	-10%	1%	-44%	0%	-4%
27	CCCCN(C)c1c(C)nc2ccc(C(=O)N(C)CCN(C)C)cn12	-1%	4%	11%	i	3%	36%	18%	5%
28	CCOC(=O)N1CCN(C(=O)c2nc3ccccc3s2)CC1	3%	-5%	9%	-13%	8%	10%	15%	-1%
29	Cc1ccc(S(=O)(=O)CCC(=O)OCC(=O)NCCc2ccccc2)cc1	1%	10%	-14%	i	-2%	9%	0%	9%
30	COc1cccc(C(=O)CN2CCN(S(=O)(=O)c3cccc([N+](=O)[O-])c3)CC2)c1	1%	2%	-15%	-8%	-3%	-9%	6%	-5%

Next part:
item	structure	aSyn rescue	EPAC2 ag	EPAC1 antag	PTHR1 ag	EPAC2 antagonist	FUS suppressor	TDP43 rescue	EPAC1 agonist
31	COCC(C)(C)COS(N)(=O)=O	-6%	10%	4%	-19%	18%	-26%	26%	-11%
32	Cc1cccc(OCC(=O)N(C)CC(=O)Nc2cccc(F)c2)c1C	-1%	6%	-2%	i	-9%	-5%	?	9%
33	CCN(c1ccccc1)S(=O)(=O)c1ccc(OC)c(NC(=O)CN(C)C)c1	-3%	8%	-19%	21%	-3%	7%	-7%	-5%
34	Cc1ccc(/C=C/C(=O)OCC(=O)Nc2cccc(S(=O)(=O)N(C)C)c2)o1	0%	7%	-27%	i	-3%	14%	1%	7%
35	CN1C(=O)C(Cc2cnc[nH]2)NC1=S (configuration not stated)	0%	9%	-1%	i	3%	-31%	20%	-4%
36	NC1(CO)COC(c2ccccc2)OC1 (configuration not stated)	1%	0%	3%	i	-14%	-3%	9%	9%
37	CCOC(=O)N1CCN(C(=O)CCN2C(=O)/C(=C\c3ccc(OC)c(OC)c3)SC2=S)CC1	2%	24%	9%	-7%	28%	-45%	16%	18%
38	CCc1cccc(C)c1NC(=S)N(CCN(C)C)C(C)c1ccco1 (configuration not stated)	1%	2%	-5%	i	4%	-25%	19%	-6%
39	COc1ccc(CN(CC2CCC(C(=O)O)CC2)C(=S)Nc2cc(C)ccc2C)cc1 (configuration not stated)	10%	-3%	1%	-31%[inhibitor]	-10%	20%	22µM*	-10%
40	Cc1cc2cc(CNC(=O)c3ccc4c(c3)OCO4)ccc2n1C	5%	0%	13%	-22%[57.5 µM]	-4%	11%	?	10%
41	O=C1/C(=C/c2cccs2)Cc2ccccc21	8%	-6%	-17%	-11%	0%	-14%	7%	0%
42	COCCOn1c(SCCOC)nc2ccccc2c1=O	0%	7%	-7%	-1%	0%	-9%	4%	6%
43	CCc1ccc(OCCNc2cc(N3CCNC(C)C3)ccc2[N+](=O)[O-])cc1 (configuration not stated)	-9%	9%	-16%	-14%	-15%	41%	-25%	-7%
44	COCC(C)NC(=O)C1CCN(S(=O)(=O)c2ccc3ccccc3c2)CC1 (configuration not stated)	3%	4%	12%	i	-2%	21%	0%	3%
45	CCc1c(C(=O)NC2CCCc3ccccc32)[nH]c(C)c1C(C)=O (configuration not stated)	-18%	-6%	-4%	-18%	?	-27%	13%	-10%

(cont.)
item	structure	aSyn rescue	EPAC2 ag	EPAC1 antag	PTHR1 ag	EPAC2 antagonist	FUS suppressor	TDP43 rescue	EPAC1 agonist
46	CC(=O)Nc1cccc(/C(C)=N\NC(=O)c2ccc(Cn3nc([N+](=O)[O-])c(Cl)c3C)o2)c1	0%	12%	10%	-5%	-9%	25%	2%	8%
47	CCN(CCCNC(=O)C1CCN(S(=O)(=O)N2CCOCC2)CC1)c1cccc(C)c1	-5%	-4%	3%	-13%[57.5 µM]	4%	3%	0%	4%
48	Cc1cc(C(F)(F)F)nc(NNc2nc(C)cc(C(F)(F)F)n2)n1	5%	1%	-5%	-25%	-5%	-22%	0%	-11%
49	Cn1cc(P(=S)(N2CCOCC2)N2CCOCC2)cc1P(=O)(N1CCOCC1)N1CCOCC1	-4%	20%	-5%	-8%	2%	20%	15%	4%
50	CN(C)S(=O)(=O)c1ccc(N2CCCC2)c(C(=O)NCC2COc3ccccc3O2)c1 (configuration not stated)	1%	5%	-20%	i	9%	14%	-20%	?
51	O=C(CCN1C(=O)c2ccccc2C1=O)Nc1cccc(O)c1	0%	3%	7%	-2%	7%	11%	11%	2%
52	O=C(NC12CC3CC(CC(C3)C1)C2)c1ccc(-c2cccc(Cl)c2)o1	-1%	13%	-8%	-23%	0%	.	10%	-1%
53	COc1ccc(Cl)cc1NC(=O)c1nnn(CC(=O)Nc2ccc(OC)c(OC)c2)c1N	1%	1%	-3%	-3%	-6%	11%	10%	-5%
54	O=C(N1CCN(S(=O)(=O)c2ccc(Cl)cc2)CC1)n1ccnc1	-5%	5%	-9%	-10%	-1%	0%	18%	5%
55	COc1cccc(C2c3[nH]c4ccccc4c3CCN2Cc2ncc[nH]2)c1 (configuration not stated)	-1%	7%	-4%	i	50µM*	18%	-1%	6%
56	COC(=O)C1=C(O)/C(=C/c2ccc(OCC(=O)Nc3ccc(OC)cc3)cc2)N=C1C	1%	-6%	-10%	-4%	2%	-9%	14%	6%
57	COCC(=O)N[C@H]1C=C[C@@H](CC(=O)OC)O[C@@H]1CO	-11%	5%	-10%	i	9%	-8%	12%	-18%

Only part of the results is shown, so the mix of outcomes need not match the whole.
